M1 ag: M1 muscarinic receptor agonists, primary screen, CHO-M1 cells, Fluo-4 calcium, agonist mode. Muscarinic acetylcholine receptor M1. Fluo-4 calcium fluorescence; hits give high values. B-score at 10 µM. 64,000 compounds, 3% hits. AID 626, 2007;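 active = fluorescence rise, raw or as B-score row- and column-corrected plate score, outside the 99.7% band of its plate's samples, either direction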
S1P1 ag-PAM: S1P1 agonists and agonism potentiators, primary screen, cell-based, primary and confirmation screens, CRE-bla reporter. Sphingosine 1-phosphate receptor 1 (Homo sapiens), P21453. AID 449, 2006. activation, % at 9.5 µM. 56,000 compounds, 0.57% hits. S1P1 CRE-bla cells, forskolin, beta-lactamase FRET, potentiator mode; S1P1 agonist co-added at EC20, 2 nM; 100% = saturating reference agonist, 0% = basal;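 active = activation above a cutoff set at the mean activation of all tested compounds plus 3 SD, cut at about 54% in these data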;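 note: forskolin at 4 µM as EC80 and the EC20 agonist is SEW2871; 100% = SEW2871 at its EC100 plus forskolin at EC80; some compounds past the cut are filed as inactive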
Target sequence (P21453 whole entry, looked up): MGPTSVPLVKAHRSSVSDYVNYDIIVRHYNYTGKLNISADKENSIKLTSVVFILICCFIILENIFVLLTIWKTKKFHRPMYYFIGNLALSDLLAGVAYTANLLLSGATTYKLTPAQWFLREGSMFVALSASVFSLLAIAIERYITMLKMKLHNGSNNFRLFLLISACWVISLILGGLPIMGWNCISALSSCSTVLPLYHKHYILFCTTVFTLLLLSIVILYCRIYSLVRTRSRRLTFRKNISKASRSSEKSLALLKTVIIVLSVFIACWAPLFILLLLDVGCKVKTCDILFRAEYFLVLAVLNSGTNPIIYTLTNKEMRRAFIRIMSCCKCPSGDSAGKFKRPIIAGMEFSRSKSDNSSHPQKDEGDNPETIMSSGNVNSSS
E coli RNAP: E. coli RNAP inhibitors, biochemical; DNA-directed RNA polymerase subunit beta (Escherichia coli (strain K12)), P0A8V2; E. coli RNA polymerase, fluorescence transcription assay; inhibition, %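 (tested at 10 µM)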; 62,000 compounds, 0.2% hits; AID 559, 2006; in the data active = inhibition above about 20%;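 note: 0% = enzyme without compound and 100% = no enzyme blank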
Jurkat viability: cytotoxicity toward Jurkat T cells, primary screen, cytotoxicity control, cell-based, Jurkat E6.1, 60K MLSMR library; inhibition, % at 4 µM; Jurkat E6.1 viability, ATP luminescence, 48 h; 56,000 compounds, 1.2% hits;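 active = inhibition above the mean inhibition of all tested compounds plus 3 SD, cut at about 28% in these data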
D1 allo mod: D1 CRE-luciferase signal change, two-sided – cell-based, HEK293 D1, dopamine EC30, D1 allosteric modulator project, primary screen; D(1A) dopamine receptor (Homo sapiens), P21728; dopamine EC30 potentiation; actives deviate in either direction; B-score at 10 µM; 58,000 compounds, 5.9% hits;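 active = luminescence count or its row- and column-corrected plate score outside the 99.7% band of the plate's sample wells, on either side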
Target sequence (P21728 whole entry, looked up): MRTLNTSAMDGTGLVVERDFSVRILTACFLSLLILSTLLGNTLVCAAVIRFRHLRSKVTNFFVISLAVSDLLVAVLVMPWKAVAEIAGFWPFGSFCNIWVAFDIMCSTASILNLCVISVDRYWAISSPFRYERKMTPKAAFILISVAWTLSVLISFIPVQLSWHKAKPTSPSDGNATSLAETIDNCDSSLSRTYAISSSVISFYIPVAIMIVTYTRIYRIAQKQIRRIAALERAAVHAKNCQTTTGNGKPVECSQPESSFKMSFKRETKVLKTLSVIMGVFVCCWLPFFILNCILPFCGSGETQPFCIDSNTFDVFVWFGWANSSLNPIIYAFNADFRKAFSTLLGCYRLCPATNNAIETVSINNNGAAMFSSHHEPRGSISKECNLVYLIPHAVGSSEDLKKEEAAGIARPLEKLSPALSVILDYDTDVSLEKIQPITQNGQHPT
M1 antagonist: antagonists of rat M1 muscarinic receptor; Muscarinic acetylcholine receptor M1 (Rattus norvegicus), P08482; CHO-M1 cells, Fluo-4 calcium, ACh EC80 antagonist mode; hits give low values; B-score at 10 µM; 64,000 compounds, 3.4% hits; AID 628, 2007;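 active = calcium fluorescence response, raw or row-and-column corrected B-score, differing from the plate sample mean either way at a set confidence level, mostly lower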
S1P3 agonist: human S1P3 receptor agonists, primary screen, cell-based, primary and confirmation, NFAT-BLA reporter; activation, % at 4.5 µM; S1P3 NFAT-BLA reporter cells, agonism, FRET ratio; relative to 1 µM S1P, basal subtracted; 60,000 compounds, 0.1% hits; Sphingosine 1-phosphate receptor 3 (Homo sapiens), Q99500;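 active = activation above the screen-wide mean plus 3 SD, cut at about 4.5% in these data, passing the limit was not always enough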; note: some compounds called inactive have numbers as strong as hits
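Assay system: stable CHO line with human S1P3, Gα16, NFAT-BLA reporter; Detection: FRET β-lactamase substrate fluorescence, excitation 405 nm, 460/535 nm emission ratio, background-subtracted; Read-out: percent activation versus median 1 µM S1P response, basal-subtracted, per plate; Incubation: cells plated overnight, compound 4 h 37 °C, substrate 2 h RT.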
HEK293 NFkB inh: inhibitors of PMA/ionomycin-induced NF-kB reporter, primary screen, antigen receptor NF-kB inhibitor project, cell-based, HEK-293 luciferase reporter, luminescence; HEK-293 NF-kB luciferase reporter; inhibition, % at 3 µM; 62,000 compounds, 0.21% hits; AID 465, 2006;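 active = inhibition above the mean of all tested compounds plus 3 SD, cut at about 40% in these data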;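 note: 0% = stimulated DMSO wells and 100% = 10 µM reference inhibitor 5653914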
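System – HEK-293 cells with stable firefly luciferase reporter driven by four HIV NF-kB elements · Doses – one dose, 3 µM · Schedule – 1 h compound pre-incubation, 16 h PMA/ionomycin at 37 °C · Technique – luminescence from luciferase substrate reagent · Measure – percent inhibition normalized per plate to DMSO and reference-inhibitor controls · Replicates – tested once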
TNAP act DEA: human TNAP enzyme activators, primary screen, biochemical, luminescent, intermediate phosphate acceptor level. Alkaline phosphatase, tissue-nonspecific isozyme (Homo sapiens), P05186. purified TNAP, CDP-star luminescence, 100 mM DEA, 30 min; hits give high values; scale: 0 levamisole-inhibited, 1 vehicle-only enzyme. activation factor at 20 µM. 64,000 tested, under 10 active. AID 813, 2007;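 active = activation factor of at least 2 at 20 µM, relative to controls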
* = called active by the depositor; . = no result given.

SMILES | M1 ag | S1P1 ag-PAM | E coli RNAP | Jurkat viability | D1 allo mod | M1 antagonist | S1P3 agonist | HEK293 NFkB inh | TNAP act DEA
Cc1cc(C)n2nc(C(=O)Nc3ccccc3N3CCOCC3)nc2n1 | -0.3 | -4 | 15 | -2 | . | 0.0013 | 0.6 | 4 | 0.9
c1cncc(C(c2nnnn2C2CCCC2)N2CCN(Cc3ccc4c(c3)OCO4)CC2)c1 (configuration not stated) | -1.2 | 11 | 12 | -8 | 0.081 | -0.089 | -0.3 | 6 | 0.9
COc1ccc(NC(=O)N(C2CCCCC2)C(C)c2ccco2)c(OC)c1 (configuration not stated) | -0.71 | -8 | -10 | -6 | -0.24 | 0.16 | -1.3 | -4 | 1
Cc1ccc(C(=O)C2=C(O)C(=O)N(c3ncccn3)C2c2ccc(Cl)cc2)o1 (configuration not stated) | 0.77 | 8 | -3 | . | . | -0.27 | -1.4 | . | 0.9
Cc1nnc(SCCC(C)C)[nH]c1=O | -0.59 | . | -2 | 9 | -0.0078 | -0.18 | -0.8 | 6 | 0.9
CCC(C)NC(=O)C1CCN(S(=O)(=O)c2cccc3cccnc23)CC1 (configuration not stated) | -0.88 | -12 | -1 | 0 | -1.3 | 1.1 | 0.1 | 3 | 1
CCC1CCCCN1C(=O)CSc1nnc(-c2ccc(Cl)s2)o1 (configuration not stated) | . | 23 | 6 | -3 | 0.051 | . | -1.0 | 5 | 0.9
CC(=O)Nc1nc(COc2ccccc2)cs1 | -0.45 | . | 9 | 10 | 0.35 | -0.46 | -0.7 | -5 | 1
C[C@H](NC(=O)Nc1ccc2c(c1)OCCO2)C(=O)O | -0.35 | -4 | 8 | -8 | -0.64 | 0.29 | 0.0 | -6 | 0.8
O=C(NCCC1=CCCCC1)C1CCN(S(=O)(=O)c2cccc3nonc23)CC1 | -0.64 | . | 8 | . | . | 0.56 | . | 13 | 1
COc1ccc(NS(=O)(=O)c2ccc3c(c2)oc(=O)n3C)c(OC)c1 | -2.4 | 4 | 5 | -1 | -0.31 | 0.022 | -0.5 | 9 | 0.9
COc1ccc(CNC(=O)CN(CC2CCCO2)C(=O)CNS(=O)(=O)c2ccc(F)cc2)cc1 (configuration not stated) | -0.26 | -23 | 2 | -6 | 0.19 | -0.5 | -0.6 | -5 | 0.9
O=C(c1cccs1)N1CCC(c2nc(-c3ccc(S(=O)(=O)N4CCOCC4)cc3)no2)CC1 | -1.8 | -3 | 7 | -6 | -1 | -1.5 | 0.5 | 8 | 0.8
Cc1ccccc1-n1c(Cn2c(=O)sc3ccccc32)nnc1SCC(=O)N1CCCC1 | -1.2 | -12 | 7 | -1 | 3.5 | 0.4 | -1.8 | 18 | 0.9
Cc1ccc(-c2cc(C(F)F)nc(NCc3cccnc3)n2)cc1 | -0.46 | . | 2 | . | 13* | 0.64 | . | 12 | 0.7
O=C(O)c1cc(S(=O)(=O)Nc2ccc3oc(=O)sc3c2)ccc1O | -0.72 | -6 | 6 | 2 | . | -1.4 | 0.1 | -5 | 0.9
COC(=O)n1c(SC)nc2ccccc21 | 0.1 | -31 | 4 | 0 | 5.6* | -1.3 | -0.1 | 1 | 0.9
CCOC(=O)C1CCN(C(=O)Cn2cc(C(=O)c3ccco3)c3ccccc32)CC1 | -0.87 | 6 | 4 | 11 | -0.8 | -0.25 | -0.7 | 12 | 1
CC(=O)Nc1ccc(OC(=O)CC2SC(=O)NC2=O)cc1 (configuration not stated) | -0.19 | 3 | -14 | . | -0.22 | 0.12 | -5.7 | . | 0.9
O=C(Nc1cc(=O)[nH]c2ncnn12)c1ccccc1Cl | 0.11 | 13 | . | 2 | 0.29 | 0.11 | -0.6 | 2 | 0.9
O=C1c2ccc(-c3nc4ccccc4o3)cc2C(=O)N1Cc1cccnc1 | 0.065 | . | 3 | 2 | 2 | -0.92 | -0.8 | 14 | 1.1
Cn1c(Cn2c(=O)sc3ccccc32)nnc1SCC(=O)Nc1ccc(Cl)cc1 | -0.032 | 14 | 10 | -2 | 1.3 | 0.23 | -0.8 | 20 | 0.9
N#Cc1c(NC(=O)COC(=O)C2CC3C=CC2C3)oc(-c2ccccc2)c1-c1ccccc1 (configuration not stated) | -0.039 | . | 6 | . | -0.23 | 0.00058 | . | 13 | 0.8
COc1cccc(C(=O)CSc2nnc(-c3ccco3)n2CC2CCCO2)c1 (configuration not stated) | -0.33 | 13 | 9 | -7 | 0.042 | 0.29 | 0.0 | 4 | 1
COc1cc(C2C(C(=O)Nc3ccccc3OC)=C(C)Nc3ncnn32)ccc1O (configuration not stated) | -1.3 | 2 | 11 | -12 | 0.11 | -0.65 | -0.1 | 3 | 1
(list continues)
SMILES | M1 ag | S1P1 ag-PAM | E coli RNAP | Jurkat viability | D1 allo mod | M1 antagonist | S1P3 agonist | HEK293 NFkB inh | TNAP act DEA
Cc1csc(NC(=O)C2CCCO2)n1 (configuration not stated) | -0.49 | -6 | 9 | 7 | 1.2 | 0.032 | -0.8 | 19 | 0.8
CCNC(=O)NC(=O)C(C)Oc1ccc(C(=O)OC)cc1 (configuration not stated) | -0.28 | 5 | 5 | 1 | 0.69 | -0.1 | 0.3 | -5 | 0.9
CCc1nc(SCC(=O)N2CCN(c3ccccc3)CC2)c2c(=O)n(C)c(=O)n(C)c2n1 | 0.82 | 0 | -1 | -10 | -0.085 | -1.3 | -0.6 | 4 | 1
COc1ccc(-c2noc(CSc3nc(N)c(-c4ccccc4)c(=O)[nH]3)n2)cc1 | 0.93 | . | 8 | 1 | 2.6 | -3.4* | 0.0 | 10 | 0.9
O=C(Oc1cccc(Br)c1)c1cccnc1 | 0.044 | -17 | -2 | 5 | 0.53 | -0.027 | -0.7 | -2 | 1
CCOC(=O)CSc1nnc(CSc2nc(N)c3c(C)c(C)sc3n2)n1-c1ccccc1 | . | -30 | -4 | 2 | . | . | -2.1 | 7 | 1
CCOC(=O)c1cc(-c2ccc(Cl)s2)nc2c1c(C)nn2C | 0.011 | -2 | -2 | -6 | 0.67 | 0.34 | -0.2 | 18 | 0.9
CCOC(=O)N1CCN(C(=O)C2CC(=O)N(Cc3ccc(OC)cc3)C2)CC1 (configuration not stated) | 1.2 | -1 | 8 | 8 | 0.5 | -0.15 | -0.8 | 10 | 0.9
Cc1ccc(-c2csc(NC(=O)c3cccc(S(=O)(=O)N4CCN(C)CC4)c3)n2)cc1 | -0.2 | . | . | . | -2.2 | -0.8 | . | 21 | 0.8
O=C(NC1=NCCS1)c1nc(-c2ccccc2)n(-c2ccccc2)n1 | 0.29 | -3 | 5 | 5 | 1.1 | -0.37 | -1.1 | 2 | 1
CC1=C(C(=O)OC(C)C)C(c2cccnc2)C2=C(CCCC2=O)N1 (configuration not stated) | -1.2 | -20 | . | 2 | -0.046 | -0.43 | -1.5 | 9 | 1
Cc1nc2ccccc2c2oc(C(=O)NCCN3CCN(C)CC3)cc12 | -0.34 | -31 | 3 | -4 | 2.6* | -0.69 | -1.1 | 18 | 1
N#CC1=C(N)SC(N)=C(C#N)C1CCc1ccccc1 | 1.2 | 2 | 7 | 4 | -2.5 | -4.6* | 1.7 | 0 | 1
CC1Oc2ccccc2N(Cc2ccccc2F)C1=O (configuration not stated) | -0.0017 | -8 | 5 | -5 | 2.3 | 0.08 | -0.7 | 8 | 0.8
CCCOc1ccc(N2C(=O)CC(N(CCC)C(=O)CCC(=O)O)C2=O)cc1 (configuration not stated) | 0.01 | 3 | 3 | . | . | 0.62 | -0.7 | . | 0.9
CCCSc1nnc(-c2cccc(S(=O)(=O)N(C)C)c2)n1-c1cc(OC)ccc1OC | -0.064 | 9 | 1 | 10 | 0.4 | -0.082 | -1.3 | 13 | 0.9
NC(=O)c1ccc(N2CCCCC2)c(N2C(=O)C3C4C=CC(C4)C3C2=O)c1 (configuration not stated) | -0.041 | -17 | 0 | 2 | 0.0014 | 0.61 | -1.1 | 11 | 0.9
O=C(CCc1nc2ccccc2[nH]1)Nc1ccc2c(c1)OCO2 | 0.15 | -11 | 4 | -3 | -0.072 | 0.26 | -0.5 | 2 | 0.9
Cc1ccc2nc(Nc3ccccc3)c(/C=N/O)c(=O)n2c1 | -0.74 | -45 | . | 0 | 10* | 1.1 | -1.0 | 6 | .
O=C(O)c1cccc(COc2ccccc2Cl)c1 | -1.1 | . | 6 | . | -5.3* | 0.59 | . | 92* | 1
COc1ccc(OC)c(C(=O)C2COC(=O)C2)c1 (configuration not stated) | -0.45 | 8 | 6 | 7 | 0.35 | -0.49 | -1.0 | 9 | 0.9
O=C(NCc1cccs1)c1cnc2sccn2c1=O | -1.3 | -15 | 5 | -13 | 1.4 | 0.42 | 1.5 | 7 | 0.8
CCOC(=O)CSc1nc(C)cc(Oc2ccc(=O)n(C)n2)n1 | 0.3 | -4 | 5 | 6 | -0.32 | -0.26 | -0.6 | 20 | 0.6

Sorted by SMILES length (low to high): eight of the compounds above.
SMILES | M1 ag | S1P1 ag-PAM | E coli RNAP | Jurkat viability | D1 allo mod | M1 antagonist | S1P3 agonist | HEK293 NFkB inh | TNAP act DEA
O=C(Oc1cccc(Br)c1)c1cccnc1 | 0.044 | -17 | -2 | 5 | 0.53 | -0.027 | -0.7 | -2 | 1
CC1Oc2ccccc2N(Cc2ccccc2F)C1=O (configuration not stated) | -0.0017 | -8 | 5 | -5 | 2.3 | 0.08 | -0.7 | 8 | 0.8
O=C(CCc1nc2ccccc2[nH]1)Nc1ccc2c(c1)OCO2 | 0.15 | -11 | 4 | -3 | -0.072 | 0.26 | -0.5 | 2 | 0.9
Cc1nc2ccccc2c2oc(C(=O)NCCN3CCN(C)CC3)cc12 | -0.34 | -31 | 3 | -4 | 2.6* | -0.69 | -1.1 | 18 | 1
O=C(NC1=NCCS1)c1nc(-c2ccccc2)n(-c2ccccc2)n1 | 0.29 | -3 | 5 | 5 | 1.1 | -0.37 | -1.1 | 2 | 1
CCCOc1ccc(N2C(=O)CC(N(CCC)C(=O)CCC(=O)O)C2=O)cc1 (configuration not stated) | 0.01 | 3 | 3 | . | . | 0.62 | -0.7 | . | 0.9
CCOC(=O)CSc1nnc(CSc2nc(N)c3c(C)c(C)sc3n2)n1-c1ccccc1 | . | -30 | -4 | 2 | . | . | -2.1 | 7 | 1
Cc1ccc(-c2csc(NC(=O)c3cccc(S(=O)(=O)N4CCN(C)CC4)c3)n2)cc1 | -0.2 | . | . | . | -2.2 | -0.8 | . | 21 | 0.8

Hits appear at their usual frequency (roughly 12% active in at least one column).
